# FLuc act counter: firefly luciferase counter-screen for stimulation assays; ATPlite luciferase biochemical, luminescence, 10 min; 0 = ATP-free wells, 1 = DMSO control; activation factor at 10 µM; 200,000 tested, under 10 active;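 active = luciferase activation factor, scaled between plate controls, of at least 2 with compound at 10 µM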
#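 Assay system: Luciferase/luciferin detection reagent, cell-free biochemical luciferase assay / Read-out: luciferase activation / Benchmarks: No-ATP low control, compound-free enzyme-plus-ATP high control / Medium: PBS buffer for ATP / Detection: luminescence measurement of luciferase light output / Schedule: 10 min at ambient temperature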
# Efa HMGR inh: inhibitors of class II HMG-CoA reductase from Enterococcus faecalis; 190,000 compounds, 0.41% hits; inhibition, % at 10 µM; purified E. faecalis HMGR, NADPH absorbance 340 nm kinetic;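 active = inhibition above a set limit, the median over all tested compounds plus 3 SD, cut at about 9.5% in these data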;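 also: enzyme runs in reverse so mevalonate oxidation gives rising NADPH absorbance; 0% = complete reaction with DMSO and 100% = background rate lacking mevalonate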
# Diaphorase inh: diaphorase inhibition or chemical oxidation counter-screen. diaphorase resazurin-to-resorufin fluorescence, NADH, 16 min; bacterial (C. kluyveri) enzyme, not human. AID 1217. 190,000 compounds, 0.69% hits. inhibition, % at 20 µM;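 active = primary screen inhibition at 20 µM above a set limit, cut at about 50% in these data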;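 also: plate controls were DMSO with full reaction for no effect and wells lacking NADH for full effect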
#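 Test system: diaphorase enzyme from Clostridium kluyveri; amount: diaphorase at 0.14 U/mL in enzyme working solution; detection: fluorescence of resorufin formed from resazurin, Ex 544/Em 590 nm; times: reaction incubation of 16 min at room temperature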
# PMI activator: activators of human phosphomannose isomerase; AID 1214; activation factor at 20 µM; 190,000 compounds, 0.005% hits; purified human PMI, coupled resazurin fluorescence, 20 min; hits give high values; 1 = vehicle control, 0 substrate-free wells;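 active = activation factor of 2 or more at 20 µM, relative to plate controls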
# Target sequence (P34949 whole entry, looked up): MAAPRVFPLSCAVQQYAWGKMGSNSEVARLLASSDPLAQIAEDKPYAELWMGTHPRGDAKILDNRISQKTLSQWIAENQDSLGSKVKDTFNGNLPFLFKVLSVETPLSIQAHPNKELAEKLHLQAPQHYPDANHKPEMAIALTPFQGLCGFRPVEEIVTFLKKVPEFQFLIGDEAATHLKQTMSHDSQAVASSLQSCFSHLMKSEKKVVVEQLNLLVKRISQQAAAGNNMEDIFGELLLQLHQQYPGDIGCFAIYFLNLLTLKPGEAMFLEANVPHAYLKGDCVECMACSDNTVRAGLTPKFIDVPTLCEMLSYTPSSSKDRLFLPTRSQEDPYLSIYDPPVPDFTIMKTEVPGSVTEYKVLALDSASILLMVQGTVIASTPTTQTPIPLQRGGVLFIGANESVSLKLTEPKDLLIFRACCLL
# TNAP inh hi DEA: TNAP (human) inhibition, high acceptor | purified TNAP, CDP-star luminescence, 1 M DEA | 200,000 compounds, 0.03% hits | P05186 | inhibition, % at 20 µM | AID 1135;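 active = over 50% inhibition of tissue-nonspecific alkaline phosphatase at 20 µM in the single-dose screen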;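 also: plate controls were DMSO wells for no effect and EDTA-quenched wells as full inhibition for full effect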
# Target sequence (P05186 whole entry, looked up): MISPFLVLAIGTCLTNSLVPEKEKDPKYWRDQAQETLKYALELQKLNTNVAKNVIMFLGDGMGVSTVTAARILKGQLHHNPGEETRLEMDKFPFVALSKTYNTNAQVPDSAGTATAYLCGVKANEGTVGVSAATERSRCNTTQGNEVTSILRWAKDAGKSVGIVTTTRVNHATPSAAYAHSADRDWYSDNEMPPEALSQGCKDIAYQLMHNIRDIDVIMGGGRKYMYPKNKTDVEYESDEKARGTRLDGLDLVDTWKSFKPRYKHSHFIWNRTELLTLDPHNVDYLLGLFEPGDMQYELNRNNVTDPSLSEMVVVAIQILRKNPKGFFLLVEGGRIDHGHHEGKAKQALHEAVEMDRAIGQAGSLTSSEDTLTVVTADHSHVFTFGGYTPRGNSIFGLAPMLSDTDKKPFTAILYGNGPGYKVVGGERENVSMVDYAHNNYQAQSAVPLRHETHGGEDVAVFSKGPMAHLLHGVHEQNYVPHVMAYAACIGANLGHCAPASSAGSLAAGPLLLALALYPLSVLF
# TNAP act hi DEA: increases human TNAP activity under high phosphate acceptor concentration; AID 1136; activation factor at 20 µM; 200,000 tested, under 10 active; P05186; purified TNAP, CDP-star luminescence, 1 M DEA, 30 min; hits give high values; 0 = EDTA background, 1 = DMSO-only activity;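 active = activation factor at least 2 at 20 µM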
#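 Test system – human TNAP · Doses – 20 µM single point · Incubation – 30 min, room temperature · Signal – luminescent substrate turnover signal · Read-out basis – activation factor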
# Diaphorase act: activates diaphorase or chemically reduces, flagging diaphorase assay artifacts; Diaphorase/resazurin coupled assay, resorufin fluorescence, 16 min; hits give high values; 1 = vehicle wells, 0 = NADH-free wells; activation factor at 20 µM; 190,000 compounds, 0.005% hits; AID 1229;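 active = diaphorase activity raised at least twofold by the compound at 20 µM; inactive = activation factor below 2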
#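 Test system: Clostridium kluyveri diaphorase, purified enzyme. Buffer or medium: 50 mM HEPES pH 7.4 buffer plus MgCl2 and Tween 20. Also added: 0.114 mM NADH and 0.1 mM resazurin, final amounts. Dosing: compound 20 µM once, DMSO 1%. Schedule: 16 min enzyme reaction, ambient temperature. Detection: fluorescence of resorufin, 544 nm excitation, 590 nm emission.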
# PMI act satM6P: activators of human phosphomannose isomerase at near-saturating mannose 6-phosphate | coupled PMI enzyme assay, resazurin fluorescence, 20 min; hits give high values; 1 = untreated enzyme, 0 = substrate-free blank | 190,000 compounds, 0.34% hits | activation factor at 20 µM | P34949;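 active = activation factor of 2 or more at 20 µM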
#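 Test system: human phosphomannose isomerase with PGI, G6PDH, diaphorase coupling enzymes / Doses: 20 µM compound, 1% DMSO / Times: enzyme reaction with compound 20 min at room temperature / Measured by: Diaphorase-driven resazurin-to-resorufin fluorescence, excitation 544, emission 590 nm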
# G6PDH CS: inhibits Leuconostoc G6PDH, flagging false hits in G6PDH-based assays; Purified L. mesenteroides G6PDH, diaphorase/resazurin coupled fluorescence, 45 min; inhibition, % at 5 µM; 200,000 compounds, 0.12% hits; in the data active = inhibition above about 50%
# TNAP inh noacc: inhibitors of human TNAP without phosphate acceptor | P05186 | purified TNAP, CDP-star luminescence, 30 min | AID 1012 | inhibition, % at 20 µM | 200,000 compounds, 0.26% hits;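 active = tissue-nonspecific alkaline phosphatase inhibition above about 50% at 20 µM in the single-dose screen, limit read from the data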;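 also: 0% = DMSO negative control and 100% = EDTA positive control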
# The depositor's hits bear a star. Compounds were not picked by outcome; 1.7% or so of the library scored in one or more.
SMILES,FLuc act counter,Efa HMGR inh,Diaphorase inh,PMI activator,TNAP inh hi DEA,TNAP act hi DEA,Diaphorase act,PMI act satM6P,G6PDH CS,TNAP inh noacc
Cc1ccc(C2=NNC(c3cccc(F)c3)S2)cc1 (stereo not drawn),0.2,0,4,1.7,3,1,1,2.1*,-2,-5
CN1C(=O)NC(NC(=O)c2cccs2)(C(F)(F)F)C1=O (stereo not drawn),1,-10,9,0.8,-5,1,0.9,0.9,17,-9
CCOC(=O)COc1cccc2c(=O)n(CC(=O)NCc3ccc4c(c3)OCO4)ccc12,1.1,-4,4,1.1,-2,1,1,1.1,3,-8
CCCCCCNCc1ccc(Br)cc1,1,-1,8,1,-2,1,0.9,1,9,-11
CC(C)(C)c1ccccc1NC(=O)c1cccnc1,1.1,-4,7,1,-1,1,0.9,1,-16,-8
CC(CCc1ccccc1)NC(=O)CN1C(=O)NC2(CCCCC2)C1=O (stereo not drawn),1.1,-8,5,1,-4,1,1,1,5,-12
CCC(C)NC(=O)C(Cc1ccccc1)n1cccc1 (stereo not drawn),1.1,-9,12,0.9,-3,1,0.9,0.9,-13,-3
CCC1Oc2ccccc2N(Cc2ccccc2C)C1=O (stereo not drawn),1,0,15,0.9,-5,1.1,0.8,1,-2,-17
Cc1ccc(Cc2c[nH]c(=S)s2)cc1,1.1,1,13,1,0,1,0.9,1,4,40
CCOc1ccc(NC(=O)COc2ccccc2)c([N+](=O)[O-])c1,0.4,-3,2,1,2,1,1,1,3,-8
Fc1cccc(Cc2noc(CN3CCN(c4cnccn4)CC3)n2)c1,1.1,0,7,1,-8,1.1,0.9,1,5,-9
COc1ccc(OC)c(NC(=O)C2CCN(S(=O)(=O)c3c(C)noc3C)CC2)c1,1,3,18,1,-1,1,0.8,1,-9,-11
O=C(NCc1ccccc1)c1ccccc1C(=O)c1ncc[nH]1,1.1,5,21,1,-4,1,0.8,1,5,-5
O=C(Cc1ccccc1)N1CCCC1c1ccccc1 (stereo not drawn),1.1,-1,7,1,-6,1.1,0.9,1.1,0,-15
N#Cc1ccsc1NC(=O)CSc1ncn[nH]1,1,-6,-5,1,-3,1,1,1,-1,-3
CN(C)c1cc(=O)n2c(n1)SCCC2,1.1,-3,8,1,-3,1,0.9,1.1,3,-9
O=C(NCN1C(=O)C2C3C=CC(C3)C2C1=O)Nc1nncs1 (stereo not drawn),1.1,0,-2,1.1,-5,1,1,1.1,4,-9
COc1cc2c(cc1OC)C(c1cc(OC)c(OC)c(OC)c1)NCC2 (stereo not drawn),1.1,0,0,1.2,1,1,1,1,12,-6
COc1ccc(-c2oc(NC(=O)c3ccc(C)cc3)c(C#N)c2-c2ccc(OC)cc2)cc1,1.1,-2,22,0.9,0,1,0.8,0.9,3,-3
CCOc1ccccc1NC(=O)COn1nnc2ccccc21,1.1,-4,0,0.9,-8,1.1,1,1,3,-8

# Exported with bars between the fields: 4 of the compounds above
compound | FLuc act counter | Efa HMGR inh | Diaphorase inh | PMI activator | TNAP inh hi DEA | TNAP act hi DEA | Diaphorase act | PMI act satM6P | G6PDH CS | TNAP inh noacc
CN(C)c1cc(=O)n2c(n1)SCCC2 | 1.1 | -3 | 8 | 1 | -3 | 1 | 0.9 | 1.1 | 3 | -9
O=C(NCN1C(=O)C2C3C=CC(C3)C2C1=O)Nc1nncs1 (stereo not drawn) | 1.1 | 0 | -2 | 1.1 | -5 | 1 | 1 | 1.1 | 4 | -9
COc1cc2c(cc1OC)C(c1cc(OC)c(OC)c(OC)c1)NCC2 (stereo not drawn) | 1.1 | 0 | 0 | 1.2 | 1 | 1 | 1 | 1 | 12 | -6
COc1ccc(-c2oc(NC(=O)c3ccc(C)cc3)c(C#N)c2-c2ccc(OC)cc2)cc1 | 1.1 | -2 | 22 | 0.9 | 0 | 1 | 0.8 | 0.9 | 3 | -3

# 3 entries from above, ordered by their value in TNAP inh hi DEA, lowest first.
canonical_smiles	TNAP inh hi DEA
CCOc1ccccc1NC(=O)COn1nnc2ccccc21	-8
O=C(Cc1ccccc1)N1CCCC1c1ccccc1 (stereo not drawn)	-6
CC(C)(C)c1ccccc1NC(=O)c1cccnc1	-1

# (listing goes on)
SMILES,FLuc act counter,Efa HMGR inh,Diaphorase inh,PMI activator,TNAP inh hi DEA,TNAP act hi DEA,Diaphorase act,PMI act satM6P,G6PDH CS,TNAP inh noacc
Cc1ccc(SCC(=O)N2CCOCC2)cc1,1,-5,-6,1.1,-2,1,1.1,1.1,4,-8
O=C(CCl)NN1C(=O)NC2(CCCCC2)C1=O,1.1,-1,1,1.1,-1,1,1,1,3,-5
O=C(O)CC(c1ccccc1)n1cccc1 (stereo not drawn),1,-1,10,1.3,-3,1,0.9,2*,2,-8
CCCSc1nc(C)cc(C)c1S(C)(=O)=O,1,-2,3,1.1,-5,1.1,1,1.1,-3,-18
CC(CNC(=O)c1cncc(O)c1)NC(=O)c1cncc(O)c1 (stereo not drawn),1,0,7,1.1,0,1,0.9,1.1,9,-4
CC(=O)NC1=C(C#N)C(c2ccccc2)c2c(ccc3ccccc23)O1 (stereo not drawn),1.1,-6,4,0.9,-5,1.1,1,1,4,0
CCOC(=O)N1CCN(C(=O)CN(c2ccccc2)S(C)(=O)=O)CC1,1,-6,6,0.9,1,1,0.9,0.9,14,-1
COc1cc(OC)c(OC)cc1/C=N/NC(=O)c1cccc(S(=O)(=O)N2CCOCC2)c1,1,3,10,1,-1,1,0.9,1,-2,-11
CC(OCC(O)CN(C)CCOc1ccccc1)c1ccc(Cl)cc1 (stereo not drawn),1,1,14,1,-6,1.1,0.9,1.1,8,-15
COc1cc(-n2ccnc2SC)c(Cl)cc1Cl,1,7,-13,1,-3,1,1.1,1.1,4,-9
Cc1ccccc1CSCCNC(=S)Nc1ccccc1,1.1,0,14,1,-7,1.1,0.9,1,-2,-18
COC(=O)c1sc(N)c(C(=O)OC)c1CSc1nc2sc3c(c2c(=O)n1C)CCC3,1,3,26,0.9,1,1,0.7,0.9,3,-5
CCOCC(=O)Nc1cccc(OC)c1,1.1,-3,7,1.1,0,1,0.9,1,8,-2
O=C(NC1CCN(Cc2ccccc2)CC1)c1c(F)cccc1F,1.1,1,6,1,2,1,0.9,1.1,0,-10
O=C(CN(Cc1ccco1)C(=O)Cn1nnc(-c2cccs2)n1)NCC1CCCO1 (stereo not drawn),1,-5,4,1,-3,1,1,1,10,-1
O=C(CSc1ncnc2sc3c(c12)CCCC3)N1CCC(c2noc3ccc(F)cc23)CC1,1,0,4,0.9,-8,1.1,1,0.9,-30,-4
CC(C(=O)NC(C)(C)C)N1C(=O)c2cccc3cccc(c23)C1=O (stereo not drawn),1,-6,11,1.1,4,1,0.9,0.9,-2,5
CC(=O)Nc1ccc(N2C(C(C)=O)=NN(c3ccccc3)C2c2cccs2)cc1 (stereo not drawn),1,-4,18,1,-2,1,0.8,1,6,-2
NC(=O)C1(N2CCCCC2)CCN(C(=O)c2cccs2)CC1,1.1,-2,14,1,-5,1,0.9,1,-6,-14
O=C(CN1C2=NCCCN2c2ccccc21)c1cccs1,1.1,0,7,1,-8,1.1,0.9,1.1,4,-12
CN(C)c1ccc(NC(=O)N2CCOCC2)cc1,1,0,31,0.7,4,1,0.7,0.4,17,-4
CCOC(=O)C1CCN(c2c(N3CCCC(C(=O)OCC)C3)c(=O)c2=O)CC1 (stereo not drawn),1.1,3,5,1,-1,1,0.9,1,-3,-5
CCn1cc(/C=C/C(=O)Nc2c(C)nn(Cc3ccccc3)c2C)cn1,1.1,0,-6,1.2,-8,1.1,1.1,1.1,8,-1
COC(=O)c1cc(OC)nc2c1c(=O)n(C)c(=O)n2C,1,-3,7,1,7,0.9,0.9,1,0,2
COc1ccc(/C=C/C(=O)NC(CCSC)C(=O)O)cc1 (stereo not drawn),1,-3,8,1.1,-6,1.1,0.9,1.1,11,-8
COc1cc(/C=N/NC(=O)c2ccc(Cl)cc2)ccc1OCC(=O)N1CC(C)OC(C)C1 (stereo not drawn),0.9,-5,1,1,-2,1,1,1,-6,-9
O=C(NC(Cc1ccccc1)C(=O)O)/C(=C/c1ccc([N+](=O)[O-])cc1)NC(=O)c1ccccc1Br (stereo not drawn),1.1,-1,-2,1.2,4,1,1,1.2,6,-7
CC(=O)c1ccc(NC(=O)Nc2ncn(Cc3cccc(C)c3)n2)cc1,1,5,5,1,0,1,0.9,1.1,1,-4
Cc1cc(SCC#N)n2nc(C)c(-c3ccccc3)c2n1,1,-7,2,1,-4,1,1,1,3,-7
O=C(COC(=O)CCSc1ccc(Cl)cc1)NCc1ccc(Cl)cc1,1,-3,13,0.8,-2,1,0.9,0.9,6,-17
Cc1ccc(C)c(S(=O)(=O)NCc2ccc(C(=O)NCc3ccco3)cc2)c1,1.1,2,17,1.1,-2,1,0.8,1,1,-10
Cc1ccc(SCC(=O)NCC(C)C)cc1,1.1,-1,14,1,-7,1.1,0.9,1,14,-14
O=C(NC1CCCCCC1)c1ccc[nH]c1=S,1,-3,28,0.9,-1,1,0.7,0.9,6,10
Cc1cc(O)ccc1C1(c2ccc(O)cc2C)OC(=O)c2ccccc21,1.1,-7,26,0.9,36,0.6,0.7,0.8,5,30
COc1cccc(/C=C2\SC(N)=NC2=O)c1OS(=O)(=O)c1ccccc1,1,-2,2,1,0,1,1,1,-3,-7
Cc1cccc(-c2noc(CCC(=O)NCc3ccco3)n2)c1,1,-3,4,1,6,0.9,1,1.1,-2,-10
O=C(O)/C=C/C(=O)N1CCc2ccccc21,1.1,-3,0,1,-6,1.1,1,1,1,-11
O=C(Nc1ccc(S(=O)(=O)Nc2nccs2)cc1)/C(=C/c1ccccc1Cl)NC(=O)c1ccccc1,1,-9,21,0.8,-1,1,0.8,0.9,-16,-5
CC(=O)N1CCC(N2CCN(c3ccccc3F)CC2)CC1,1,-3,9,1,-3,1,0.9,1.1,-2,-12
NS(=O)(=O)c1ccc(CCNC(=O)C2CCCN(S(=O)(=O)c3cccnc3)C2)cc1 (stereo not drawn),1.1,-1,6,1,0,1,0.9,1,-2,-11
O=C(NC(=S)Nc1ccc(S(=O)(=O)N2CCCCC2)cc1)c1ccccc1,1.1,-4,14,1,4,1,0.9,1.1,-1,22
CCn1cc([N+](=O)[O-])c(C(=O)Nc2ccn(Cc3ccccc3)n2)n1,1,0,6,1,-5,1.1,0.9,1,-6,-8
CCCOC(=O)c1ccc(O)c(OC)c1,1,2,5,0.9,-6,1.1,0.9,0.9,9,-10

# High-throughput results as filed in PubChem.
